Source: PubChem BioAssay (several laboratories)
Keap1 Nrf2 FP – Keap1-Nrf2 (human) interaction inhibition; Q14145; Keap1 Kelch-Nrf2 peptide fluorescence polarization, 1536-well; inhibition, % at 9.4 µM; 340,000 tested, 0.15% active; AID 504523; in the data active = inhibition above about 12%;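 also: human Keap1 Kelch domain with fluorescein labeled Nrf2 9mer peptide probe; 0% = neutral control wells and 100% = peptide positive control; higher means more block of Keap1 binding to Nrf2 peptide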
CAL PDZ FP-1 – inhibitors of human CAL PDZ peptide binding. inhibition, % at 20 µM. 330,000 tested, 0.02% active. Q9HD26. purified CAL PDZ, TMR-peptide fluorescence polarization, 1 h. AID 504414;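 active = highest replicate inhibition of at least 40%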;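 also: plate controls were DMSO neutral control wells for no effect and unlabeled competitor peptide control wells for full effect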
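Test system: purified CerCALP PDZ construct; Compound dosing: one concentration, 20 µM compound; Also added: TMR-labelled reporter peptide T*-PRC34 bound in PDZ groove; Read-out: inhibition from polarization loss; Controls: unlabelled peptide and DMSO controls; Signal: FP readout, S and P plane fluorescence; Incubation: 1 h at RT.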
cardiac RTF act – cardiac RTF calcium sensitization; IANBD-labeled TnC RTF fluorescence at EC20 calcium; 0% EC20 calcium, 100% full calcium; activation, % at 7.2 µM; 340,000 tested, 0.24% active;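 active = activation above the mean over all tested compounds plus 3 SD, cut at about 30% in these data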;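 also: rise in fluorescence read as greater calcium sensitivity of cardiac thin filaments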
Rtt109 Vps75 – blocks Candida albicans Rtt109/Vps75 acetyltransferase activity. Q5AAJ8. purified Rtt109/Vps75, ThioGlo CoA-SH fluorescence, 4 h. inhibition, % at 34.9 µM. 330,000 tested, 0.16% active. AID 540336;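 active = inhibition of at least 50% in every replicate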
SR-BI uptake up – enhances SR-BI lipid uptake from DiI-HDL; CHO ldlA[mSR-BI] cells, DiI-HDL uptake fluorescence, 3 h; 100 = double the neutral-control signal; activation, % at 12.5 µM; 320,000 tested, 0.096% active;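 active = mean replicate activation of at least 60% and every replicate at or above 60%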;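 also: 0% = median plate neutral-control signal and 100% = twice that signal; values of inactives mirror those of a sister screen read the other way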
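Material: SR-BI-overexpressing, LDLR-lacking CHO cells | Dosing: Single compound concentration, delivered by pin transfer | Probe or stimulus: Labelled HDL, 10 µg/mL | Signal: Bottom-read cell fluorescence after medium removal, ex 550/em 595 nm | Schedule: 3 h, 37 °C | Evaluation: HDL uptake via cellular fluorescence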
Cardiac RTF inh – cardiac RTF calcium desensitization. P19429+P45379. inhibition, % at 7.15 µM. 340,000 tested, 0.12% active. IANBD-labeled cardiac RTF, Ca2+ fluorescence;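 active = inhibition above the mean inhibition of all tested compounds plus 3 SD, cut at about 17% in these data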;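 also: assay run at fixed EC70 calcium of 1.6 mM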
PKA-R2B act – activators of human PKA-R2B complex. activation, % at 11.4 µM. PKA-R2B holoenzyme dissociation, Cy5-IP20 fluorescence polarization; R2B truncated from residue 108, S112A mutant; 0% DMSO only, 100% 113 µM cGMP. 340,000 tested, 0.079% active. P22694+P31323;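 active = activation above a cutoff set at the mean over all compounds plus 3 SD, cut at about 18% in these data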;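 also: higher means more holoenzyme dissociation and a rise in polarization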
Target sequence (P31323 whole entry, looked up, other chains not shown, the tested form may be a part): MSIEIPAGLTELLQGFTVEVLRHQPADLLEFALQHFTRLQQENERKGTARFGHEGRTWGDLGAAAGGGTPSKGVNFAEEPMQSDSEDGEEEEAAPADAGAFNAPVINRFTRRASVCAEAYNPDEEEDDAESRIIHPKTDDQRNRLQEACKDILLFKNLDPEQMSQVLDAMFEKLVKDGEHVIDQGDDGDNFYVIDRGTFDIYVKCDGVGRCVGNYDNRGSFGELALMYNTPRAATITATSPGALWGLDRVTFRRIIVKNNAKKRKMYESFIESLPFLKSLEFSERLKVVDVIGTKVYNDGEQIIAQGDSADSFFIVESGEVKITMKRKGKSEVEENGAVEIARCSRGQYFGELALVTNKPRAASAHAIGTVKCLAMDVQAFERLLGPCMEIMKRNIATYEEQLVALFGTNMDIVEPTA
C-LANA FP – inhibitors of KSHV LANA C-terminal domain DNA binding. inhibition, % at 9 µM. 340,000 tested, 0.078% active. MBP-C-LANA/FAM-LBS DNA binding, fluorescence polarization. AID 504423;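 active = highest replicate inhibition at or above 60% at 9 µM, even if other replicates fall short; inactive = all replicates below 60% inhibition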;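 also: 0% = neutral control wells and 100% = 4 µM acridine orange control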
CAL PDZ FP-2 – CAL PDZ (human) peptide binding inhibition; inhibition, % at 24.9 µM; AID 602252; Q9HD26; 300,000 tested, 0.92% active; purified CAL PDZ, TMR-peptide fluorescence polarization, 1 h;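 active = mean inhibition of at least 30% with at least half of replicates also reaching 30%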;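 also: 0% = DMSO neutral control and 100% = excess unlabeled competitor peptide PRC23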
DAGLB inhibitor – diacylglycerol lipase beta (human) inhibition; Q8NCG7; HEK293T DAGLB membrane lysate, EnzChek fluorogenic substrate; inhibition, % at 5.17 µM; 340,000 tested, 0.059% active; in the data active = inhibition above about 34%;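 also: 0% = enzyme with vehicle and 100% = wells lacking enzyme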
Target sequence (Q8NCG7 whole entry, looked up): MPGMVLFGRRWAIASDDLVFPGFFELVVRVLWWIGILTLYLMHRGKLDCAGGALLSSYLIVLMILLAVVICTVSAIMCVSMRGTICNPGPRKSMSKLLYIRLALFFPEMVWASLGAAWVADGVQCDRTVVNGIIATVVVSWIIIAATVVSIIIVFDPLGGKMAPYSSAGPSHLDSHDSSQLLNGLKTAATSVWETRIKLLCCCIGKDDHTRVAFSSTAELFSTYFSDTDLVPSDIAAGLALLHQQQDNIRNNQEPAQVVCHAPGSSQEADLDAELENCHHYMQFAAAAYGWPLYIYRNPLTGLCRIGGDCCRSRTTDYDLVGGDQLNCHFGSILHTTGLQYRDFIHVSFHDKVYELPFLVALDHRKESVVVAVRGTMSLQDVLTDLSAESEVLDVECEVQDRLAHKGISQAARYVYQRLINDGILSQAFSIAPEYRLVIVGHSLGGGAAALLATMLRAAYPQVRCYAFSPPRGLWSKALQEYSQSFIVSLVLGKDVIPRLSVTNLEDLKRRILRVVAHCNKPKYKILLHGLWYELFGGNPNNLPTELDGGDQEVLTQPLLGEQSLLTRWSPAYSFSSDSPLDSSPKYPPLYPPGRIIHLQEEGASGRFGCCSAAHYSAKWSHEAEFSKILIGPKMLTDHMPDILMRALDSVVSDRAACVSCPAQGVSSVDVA
* marks the source's active call; other numbers are inactive results; / = no result given.

SMILES	Keap1 Nrf2 FP	CAL PDZ FP-1	cardiac RTF act	Rtt109 Vps75	SR-BI uptake up	Cardiac RTF inh	PKA-R2B act	C-LANA FP	CAL PDZ FP-2	DAGLB inhibitor
CCCn1nc2cc(C(=O)NCC34CC5CC(CC(C5)C3)C4)ccc2c1OCC	-7	0.2	3	5	-36	9	4	-1.2	-1	-1
CN(C)C(CNC(=O)c1cc(-c2ccco2)nc2ccccc12)c1ccccc1 (stereo not given)	-2	-0.4	-8	1	-5	-9	-4	-0.7	-3	4
COc1ccc(C(=O)NCCn2ccc3ccccc32)cc1OC	-1	0.2	4	3	-1	-2	0	1.9	7	-2
O=C(NNC1=NS(=O)(=O)c2ccccc21)c1ccc(Cl)cc1	-2	0.2	0	/	22	1	5	0.2	-5	-1
C(=C\CSc1nnnn1-c1ccccc1)/CSc1nnnn1-c1ccccc1	-3	-0.4	2	3	34	-3	-13	1.2	0	-7
Cc1sc2nc[nH]c(=S)c2c1-c1ccccc1	0	-1.4	1	-2	-1	1	0	-0.7	-8	0
N#CCCN1CCN(S(=O)(=O)c2ccc(S(=O)(=O)N3CCCC3)cc2)CC1	-5	-1.4	-4	-10	2	-7	14	-1.4	2	-2
Cn1c(=O)c2c(ncn2CC(=O)OCC(=O)NNC(=O)c2ccc(Cl)cc2)n(C)c1=O	-1	0.3	-3	4	10	-8	1	-0.1	0	1
Cc1cccc(C(=O)Nc2cccc(NC(=O)c3ccccc3)c2)c1	-3	-3.2	-2	11	-45	1	-7	1.5	-4	-2
CC(=O)Nc1ccc(NCc2cccs2)cc1	-7	-0.6	-3	20	20	-1	-5	0.3	-1	0

The list goes on, overlapping the part above by 2 compounds.
SMILES	Keap1 Nrf2 FP	CAL PDZ FP-1	cardiac RTF act	Rtt109 Vps75	SR-BI uptake up	Cardiac RTF inh	PKA-R2B act	C-LANA FP	CAL PDZ FP-2	DAGLB inhibitor
Cc1cccc(C(=O)Nc2cccc(NC(=O)c3ccccc3)c2)c1	-3	-3.2	-2	11	-45	1	-7	1.5	-4	-2
CC(=O)Nc1ccc(NCc2cccs2)cc1	-7	-0.6	-3	20	20	-1	-5	0.3	-1	0
Cc1ccccc1OCC(=O)OCC(=O)Nc1ncc(Cl)c(C)c1Cl	-4	-0.6	0	5	24	4	-13	1.2	-1	-3
O=C(c1cccc(C(=O)N2CCN(c3ccccc3)CC2)c1)N1CCN(c2ccccc2)CC1	-3	/	-3	6	-5	-6	-6	0.0	-5	2
N#CC1(NC(=O)COC(=O)c2nc(Cl)c(Cl)c(N)c2Cl)CCCCC1	-6	-1.4	7	-3	-1	-6	-2	0.5	-5	-3
O=C(NCc1ccco1)/C(=C/c1ccc(F)cc1)NC(=O)c1ccccc1	1	-1.6	2	2	-1	1	-7	-2.1	1	-2
O=C(c1cc(COc2cccc(C(F)(F)F)c2)on1)N1CCc2ccccc2C1	-2	-1.0	0	-4	1	-2	-5	0.6	/	-7
CC1CCCCN1C(=O)CSc1nnc(-c2ccco2)n1CC1CCCO1 (stereo not given)	7	-0.9	-3	20	-10	3	10	-0.3	-6	-3
O=C(NCc1nc(-c2ccccc2)no1)c1ccc(Br)o1	-3	-0.5	-3	-6	22	-4	-8	-0.1	-1	-3
O=c1c2c3c(sc2ncn1/N=C/c1ccco1)CCCC3	4	-0.3	-4	2	20	-8	-6	-1.5	-2	-1
O=C(CCNC(=O)c1ccco1)Nc1ccc(OC(F)F)cc1	-4	-1.7	-4	1	-5	-2	5	-0.5	-5	0
COC(=O)CSc1nc(C)cc(C(F)(F)F)c1C#N	-2	/	2	1	27	-3	-2	2.2	-3	-2
CSc1cccc(NC(=S)N2CCC(N(C)C3CCCCC3C)CC2)c1 (stereo not given)	-5	-1.2	2	-2	4	2	3	0.5	-1	0
CCSc1nnc(Nc2ccccc2)s1	-3	-2.6	6	-2	/	-4	6	-0.6	1	-1
CCOC(=O)[C@@H]1[C@H]2COc3ccc(Br)cc3[C@@H]2N2C(=O)N(c3ccc(C)cc3)C(=O)[C@@]12C	0	0.2	-3	-1	-5	8	-8	-0.1	-2	-8
CC(C)Oc1cccc(C(=O)C2CCCN(Cc3cccn3-c3ccccn3)C2)c1 (stereo not given)	-3	-2.2	12	3	5	-9	-9	1.0	1	3
Nc1c(NC=O)c(=O)n(Cc2ccccc2)c(=O)n1Cc1ccccc1	7	-1.3	0	2	16	-9	7	0.1	-2	3
COc1cccc(-c2nc(CS(=O)(=O)CC(=O)Nc3cc(OC)ccc3OC)c(C)o2)c1	5	0.0	-2	25	-43	-16	-12	-0.9	5	0
CCSC(=N)N	-2	0.9	-3	0	-5	2	-2	1.4	1	1
O=C(O)C1CC(=O)n2c(nc3ccccc32)S1 (stereo not given)	-5	-0.9	5	1	6	5	-1	0.0	0	-1
CCOc1ccc(NC(=O)CN(C)S(=O)(=O)c2cccc3cccnc23)cc1	-3	-3.1	5	-17	-29	-3	-9	0.9	0	0
CCCC(C)C(=O)Nc1cccc(NC(C)=O)c1 (stereo not given)	0	0.0	0	5	-3	-2	-2	1.0	-2	2
COc1cc(CC(=O)Nc2cc(S(C)(=O)=O)ccc2Cl)cc(OC)c1OC	-2	-1.3	-1	-2	-6	-1	-3	0.3	-3	-2
CCCCN(C(=O)Cn1ncc(Cl)c(Cl)c1=O)c1c(N)n(CC(C)C)c(=O)[nH]c1=O	-5	-2.2	-4	7	/	0	-9	-0.5	0	3
CCCCOc1ccc(N(CC(=O)NCCOC)C(=O)CCC(=O)Nc2ccccn2)cc1	1	-1.3	-6	-1	-4	-4	1	0.7	-1	-1
CC(=O)N1N=C(c2ccccc2)CC1c1ccc2c(c1)OCO2 (stereo not given)	0	0.1	2	-16	-8	2	-8	0.5	/	1
CCOCc1nnc(NC(=O)C2CC(=O)N(C3CCCC3)C2)s1 (stereo not given)	-4	-4.7	0	3	11	-7	7	0.2	-5	-1
CC1CCN(c2ccc(C(=O)NCCc3ccccc3)cn2)CC1	-8	-0.7	1	-6	-12	0	0	-2.3	-3	0
N#CCCSCc1ccc(OCC(=O)O)cc1	1	-2.0	6	-10	12	-3	-3	0.4	5	2
Cc1ccc(S(=O)(=O)NCC(=O)NCC(=O)N2CCC(C)CC2)cc1	1	1.3	-5	-1	20	0	-4	-0.6	-4	1
COc1ccc2nc(C)cc(SCC(=O)OC(C)C)c2c1	-1	-0.4	5	-13	-24	2	-7	0.1	-4	-2
Cc1ccccc1C1NC(=S)NC2=C1C(=O)CCC2 (stereo not given)	0	0.2	6	-6	-4	-3	3	-0.5	0	-1

Random excerpt: 2 records from the list.
SMILES	Keap1 Nrf2 FP	CAL PDZ FP-1	cardiac RTF act	Rtt109 Vps75	SR-BI uptake up	Cardiac RTF inh	PKA-R2B act	C-LANA FP	CAL PDZ FP-2	DAGLB inhibitor
COc1ccc2nc(C)cc(SCC(=O)OC(C)C)c2c1	-1	-0.4	5	-13	-24	2	-7	0.1	-4	-2
COc1cc(CC(=O)Nc2cc(S(C)(=O)=O)ccc2Cl)cc(OC)c1OC	-2	-1.3	-1	-2	-6	-1	-3	0.3	-3	-2

The listing continues:
SMILES	Keap1 Nrf2 FP	CAL PDZ FP-1	cardiac RTF act	Rtt109 Vps75	SR-BI uptake up	Cardiac RTF inh	PKA-R2B act	C-LANA FP	CAL PDZ FP-2	DAGLB inhibitor
COc1cc(NC(=O)[C@H]2CSCN2C(=O)[C@@H]2CCC(=O)N2)cc(OC)c1OC	-4	-2.5	5	-2	9	-11	-2	-0.6	-5	0
Cc1cc(NC(=O)c2ccc(F)cc2)n(CCOC(=O)c2ccc(F)cc2)n1	1	-2.7	3	7	7	-12	-1	-0.2	9	-2
CN(CC(=O)Nc1cccc(F)c1)C(=O)c1ccc2c(c1)OCCO2	-4	-0.8	6	-5	15	0	-10	1.3	0	1
Cc1ccc(C(=O)N2CCOCC2)c(F)c1F	-2	-0.9	6	3	3	-8	-5	-1.1	/	-3
CCOc1cc(N2CCOCC2)c(OCC)cc1NC(=O)COc1cccc2cccnc12	1	-0.2	0	17	-5	0	-10	1.0	-3	5
O=C(O)C(Oc1ccc2c(-c3ccccc3)cc(=O)oc2c1)c1ccccc1 (stereo not given)	2	-3.0	3	11	/	1	-5	-0.5	-4	6
Cc1cc(N/C=C/C(=O)c2cccc3ccccc23)no1	3	-2.9	0	-5	22	2	-1	0.6	-2	-3
COc1ccc(C2c3c(ncn(CCN4CCOCC4)c3=N)Oc3ccc4ccccc4c32)cc1OC (stereo not given)	-3	/	5	19	18	-5	-10	-0.5	-11	2
O=C1CCCN1CCC(=O)N1CCCC(Nc2ccc(F)c(F)c2)C1 (stereo not given)	-4	0.2	0	5	19	-1	-3	-0.1	0	2
Cc1ccc(N/C=C2/Sc3ccccc3NC2=O)cc1	-6	-1.9	30	3	-34	-24	-3	6.5	3	4
Cc1cc2ncn(/N=C/c3cccnc3)c2cc1C	2	-3.2	-1	-5	-14	-8	0	-0.9	-1	-2
COc1ccc(-c2nc3ccccc3n2OCC(=O)O)cc1	-3	-0.1	7	-5	11	1	-4	-4.1	-1	0
Cc1ccc2c(c1)N(CC(=O)NCC1CCCO1)C(=O)C(C)O2 (stereo not given)	-3	-0.8	6	3	28	-10	-7	1.1	0	1
Cc1ccc(C[n+]2cc(-c3ccc(Cl)cc3)n3c2CCC3)cc1	-1	-1.7	/	3	4	/	/	0.0	/	/
CCn1cc(C(=S)N2CCC(C(N)=O)CC2)c2ccccc21	0	-1.5	-5	6	4	3	-7	-0.5	1	1
COC(=O)c1c(-c2ccsc2)oc2ccc(-c3cc(OC)c(OC)c(OC)c3)cc12	1	-0.8	2	-10	-61	2	-5	0.3	0	-12
CC1(C)CC(=O)C(/C=N/n2c(C(F)(F)F)nc3ccccc3c2=O)=C(O)C1	1	-1.9	1	-1	-67	-2	0	-0.2	-7	11
COc1ccc(N2CCN(C(=O)C3CCN(C(=O)c4ccc([N+](=O)[O-])cc4)CC3)CC2)cc1	-1	-1.3	-7	0	20	0	2	-1.1	-5	0
OC(CN1C2=NCCN2c2ccccc21)c1ccc2c(c1)OCO2 (stereo not given)	5	-0.5	5	6	11	2	-4	-0.9	-3	5
CC(=O)c1cc(-c2ccccc2)n(CCC(=O)NC2CCC(C)CC2)c1C (stereo not given)	0	0.1	1	-3	-1	8	-13	5.0	-1	0
O=c1[nH]c2cc3c(cc2cc1C(c1nnnn1Cc1ccccc1)N1CCN2CCCC2C1)OCCO3 (stereo not given)	-8	-3.1	8	8	1	-1	6	-0.5	-1	-1
COc1cccc2c(N/N=C/c3ccc(O)c(O)c3)cc(C)nc12	-4	-0.1	-1	-3	-22	-9	3	-0.6	/	2
C/C(=N\NC(=O)C1(C)CC1(Br)Br)c1cccc(NC(=O)C(C)(C)C)c1 (stereo not given)	1	-0.7	-3	9	-8	-9	7	0.1	0	-2
COc1cccc(NC(=S)N2CCc3cc(OC)c(OC)cc3C2COc2ccc3c(C)cc(=O)oc3c2)c1 (stereo not given)	-2	0.5	5	0	-10	-8	-9	1.9	-7	1
Cc1cc2nc[nH]c2cc1[N+](=O)[O-]	-3	-0.1	8	2	-4	-8	2	1.2	15	3
